# Shn3 inh set2: Schnurri-3 reporter inhibition in Clone20 osteoblasts. hit rate 0.52% among 360,000. inhibition, % at 12.5 µM. Clone20 osteoblast Shn3 3'UTR firefly luciferase, 24 h. AID 588674;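 active means mean inhibition of at least 75% with every replicate also reaching 75%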;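 further: 0% = median of neutral control wells and 100% = pilot-screen positive control compound; some compounds past the cut are filed as inactive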
# aDG glyco act: alpha-DG glycosylation activation | hit rate 0.22% among 360,000 | Pro5-aDG cells, alpha-DG glycosylation AlphaScreen (IIH6); 0% Pro5, 100% B10-LARGE cell signal | activation, % at 10 µM | AID 624168;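 active means activation of at least 8% versus controls, or a plate z-score of at least 8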;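 further: Pro5 are CHO cells carrying HIG-tagged alpha-DG that lacks glycosylation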
# Peg3 promoter: reduces Peg3 promoter-driven luciferase expression in HeLa. HeLa PEG-Prom luciferase reporter, luminescence, overnight. inhibition, % at 20 µM. hit rate 1.7% among 360,000;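 active means inhibition of at least 50% at 20 µM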
# HIF-2a block: HIF-2a inhibition; AID 624352; inhibition, % at 18.8 µM; hit rate 0.72% among 360,000; 786-0 RCC cells HIF-2a reporter, luciferase luminescence, overnight;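 active means inhibition of the luminescence signal of 40% or more relative to plate controls, in a single-dose primary screen at 18.75 µM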
# NR2E3 ag-1: activates human photoreceptor nuclear receptor NR2E3; Q9Y5X4; GST-NR2E3/biotin-RetCOR TR-FRET, 1536-well; inhibition of corepressor binding, % at 4.78 µM; hit rate 0.12% among 320,000; AID 2300;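 active means percent inhibition above the cutoff of mean plus 3 SD of all tested compounds, set per screening campaign, cut at about 20% in these data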;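 further: 0% = DMSO wells and 100% = biotin wells as full block of FRET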
# Target sequence (Q9Y5X4 whole entry, looked up): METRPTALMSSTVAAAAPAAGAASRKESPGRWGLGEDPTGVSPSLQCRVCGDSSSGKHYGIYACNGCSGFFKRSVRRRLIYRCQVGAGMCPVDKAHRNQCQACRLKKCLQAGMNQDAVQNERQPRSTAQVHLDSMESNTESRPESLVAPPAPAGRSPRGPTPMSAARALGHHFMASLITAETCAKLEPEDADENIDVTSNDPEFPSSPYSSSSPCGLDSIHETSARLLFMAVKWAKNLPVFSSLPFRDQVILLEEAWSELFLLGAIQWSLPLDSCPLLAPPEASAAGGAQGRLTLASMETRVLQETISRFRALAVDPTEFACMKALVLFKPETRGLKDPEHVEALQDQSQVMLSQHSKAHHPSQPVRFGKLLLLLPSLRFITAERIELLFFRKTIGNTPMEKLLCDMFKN
#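 System: GST-tagged NR2E3 plus biotinylated RetCOR corepressor; Amount: 1.35 nM GST-tagged NR2E3 final; Dosing: single nominal compound dose of 4.8 µM; Schedule: 5 h incubation at 4 °C; Technique: TR-FRET with europium anti-GST and streptavidin-D2, 340 nm excitation; Controls: biotin wells as high control, 0.6% DMSO wells as low control.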
# NR2E3 ag-2: human photoreceptor-specific nuclear receptor agonism; inhibition of corepressor binding, % at 3.98 µM; AID 602229; hit rate 0.35% among 360,000; Q9Y5X4; CHO-S Gal4-NCOR/VP16-NR2E3 two-hybrid, luciferase;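 active means inhibition above the mean of all tested compounds plus 3 SD, cut at about 70% in these data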;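 further: 0% = DMSO with NR2E3 transfected cells and 100% = cells lacking NR2E3 construct; higher means lower luciferase signal from less NR2E3 corepressor binding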
# iPSC survival up: increases survival of single human iPS cells | hiPSC single-cell survival, ATPlite luminescence; 100% = ROCK inhibitor wells, 0% = DMSO | survival enhancement, % at 20 µM | hit rate 0.044% among 360,000 | AID 602274; in the data active means survival enhancement above about 18%;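 further: cells exposed to compounds for 16 hours before the ATP read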
# KKLEB cytotox: reduces viability of KKLEB cystic fibrosis airway cells | KKLEB CF airway cells viability, ATPlite luminescence, overnight; hits give low values; cells stimulated with P. aeruginosa culture filtrate | activity change (cytotoxicity), % at 5 µM | hit rate 0.36% among 360,000 | AID 602141;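 active means corrected activity change at or below -50% at 5 µM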
# TWEAK Fn14 block: blocks TWEAK-Fn14 interaction in a reporter cell assay | hit rate 2% among 360,000 | AID 1159606 | TWEAK-stimulated Fn14 reporter cells, luciferase luminescence, 8 h | inhibition, % at 10 µM; in the data active means inhibition above about 50%
# CF NFkB block: blocks PAF-induced NF-kB reporter in cystic fibrosis cells. KKLEB NF-kB-GFP reporter, GFP fluorescence overnight. inhibition, % at 5 µM. hit rate 0.86% among 360,000. AID 588850;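 active means at least 50% inhibition at 5 µM, scaled per plate between neutral and stimulator controls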;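 further: PAF is a Pseudomonas aeruginosa culture filtrate used as stimulus; plate controls were PAF-stimulated DMSO wells for no effect and unstimulated DMSO wells for full effect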
# TRPM1 prom inh: inhibitors of MITF-driven TRPM1 promoter in melanoma cells. SK-MEL-5 TRPM1 promoter luciferase, 24 h. inhibition, % at 12.5 µM. hit rate 0.83% among 330,000;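 active means mean inhibition across replicates of 60% or more, whatever share of single replicates reaches that level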; further: values of inactives mirror those of a sister screen read the other way
# Starred values were filed as active, the others as inactive; . = no result given.
SMILES,Shn3 inh set2,aDG glyco act,Peg3 promoter,HIF-2a block,NR2E3 ag-1,NR2E3 ag-2,iPSC survival up,KKLEB cytotox,TWEAK Fn14 block,CF NFkB block,TRPM1 prom inh
CCOC(=O)CNC(=O)N1CCCC(CNS(=O)(=O)c2cccs2)C1 (stereo not given),7,1.8,9,21,0,15,-0.3,9,-1,5,-2
CC[C@]12c3[nH]c4cc(-c5ccco5)ccc4c3CCN1C(=O)[C@@H](CC(=O)NCc1ccco1)C[C@@H]2C(=O)N1CCN(C(=O)C2CC2)CC1,-6,-0.2,-7,14,.,13,-3.2,-13,2,-6,10
O=C(NCc1ccc2c(c1)OCO2)C1CCCN(C(=O)c2ccc(Cl)cc2)C1 (stereo not given),10,0.4,13,6,0,-7,-2.8,9,7,-4,3
O=C(O)Cn1nnn(-c2ccccc2)c1=S,-5,-0.2,-2,6,2,-12,6.1,0,-10,9,5
Cc1cc(N=Cc2cc(Br)ccc2O)no1,22,-0.3,28,13,0,16,-2.1,10,11,-8,7
CCN(CC)C(=O)[C@H]1C[C@H](CC(=O)NCC23CC4CC(CC(C4)C2)C3)C(=O)N2CCc3c([nH]c4cc(-c5ccco5)ccc34)[C@]12C,15,1.6,47,-25,.,-27,0.5,0,49,35,27
COC(=O)c1ccc(S(=O)(=O)N2CCC(O)CC2)n1C,-12,0.0,9,13,2,24,0.7,-6,13,-19,-11
COc1ccc(NC(=O)c2cc(-c3ccccc3Cl)on2)cc1,-92,0.0,-166,-237,4,-2,0.4,11,-31,-14,-62
Cc1ccccc1NC(=O)Cn1nnc(-c2ccc(N3CCOCC3)cc2)n1,-26,-0.1,-6,-6,0,11,0.2,-7,-1,13,-12
COc1ccccc1CNC(=O)CCNS(=O)(=O)c1cccc2nsnc12,7,-0.2,13,3,-3,-9,-0.4,-13,0,0,-9
CCC(CC)NC(=O)CSc1ccc(S(=O)(=O)N2CCOCC2)cn1,-1,-0.2,-4,12,2,-12,-0.6,-2,9,9,-8
C[C@@H]1CN([C@@H](C)CO)S(=O)(=O)c2ccc(Br)cc2O[C@H]1CN(C)Cc1ccccc1F,13,0.2,31,-5,.,-25,0.9,-17,13,28,.
COc1ccc(CN2CC(C(=O)NC3CCCCC3)CC2=O)cc1 (stereo not given),-1,0.0,1,4,-1,10,1.1,3,22,-4,11
OC(COc1ccccc1Cl)CN1CCN(CC(O)COc2ccccc2Cl)CC1 (stereo not given),7,3.1,14,13,-2,13,-2.1,-6,0,-4,-4
CC(=O)NCC(=O)OCc1ccc([N+](=O)[O-])cc1,0,0.1,0,9,-1,1,-0.3,5,6,6,0
CCCN(Cc1ccccc1)C(=S)NC(=O)c1ccccc1[N+](=O)[O-],-5,0.5,2,5,1,-12,-0.8,6,4,2,18
O=C(CSc1nc2ccccc2s1)Nc1ccc2c(c1)oc1ccccc12,-32,-0.1,-108,-58,-4,-13,1.1,3,12,-2,6
O=C(N/C(=C\c1ccco1)C(=O)N1CCCC1)c1ccccc1,-2,-0.2,11,14,4,-14,-0.1,-5,35,-5,-2
O=C(Nc1ccccc1N1CCOCC1)c1ccc(N2CCOCC2)c([N+](=O)[O-])c1,-32,-0.2,-19,-43,-3,10,0.3,-1,-18,1,-22
CCCCOc1cccc(NC(=O)CSc2nncn2C)c1,2,-0.3,2,-6,1,-7,-1.4,2,-1,-10,3
O=C(c1cc(-c2ccc(Br)cc2)on1)N1CCCCCC1,-58,0.1,-333,-226,2,-113,-0.4,-1,24,-10,-63
COc1ccc(CCCc2nnc(SCC(=O)NN)o2)cc1,-2,-0.2,-5,11,1,-14,0.4,-16,-19,17,6
O=C(Nc1cc(C(=O)N2CCN(c3ccccc3O)CC2)ccc1Cl)c1cccs1,15,-0.2,11,-15,0,21,-0.6,13,22,10,-12
CC(=O)Nc1ccc(N2CCOCC2)c(Cl)c1,-2,-0.1,8,-1,4,6,-2.1,18,-1,-4,3
COc1cc2c(cc1OC)CN(C1CCCN(Cc3cccc(C(C)=O)c3)C1)CC2 (stereo not given),-3,-0.1,6,21,.,-21,-0.4,-2,-9,7,-9
CN(C)S(=O)(=O)c1ccc(C(=O)NCCOc2ccccc2)cc1,-64,-0.2,-192,-189,1,-111,-0.2,1,-5,-6,-58
CCCCNC(=O)CCC(=O)Nc1ccc2nc(N3CCC(C)CC3)cc(C)c2c1,-16,0.4,-85,-115,0,-25,1.6,3,-34,-20,-25
O=C(CS(=O)(=O)c1cn(Cc2ccc(F)cc2)c2ccccc12)N1CCOCC1,-7,2.3,8,6,4,18,-1.7,6,12,3,.
Cn1c(SCC(=O)NC2CCCCC2)nnc1-c1cc2ccccc2o1,-10,-0.2,-61,-111,0,-24,-2.8,-3,-13,3,-29
Cc1cc(-c2ccccc2)cc(-c2ccccc2)[n+]1C,76,-0.1,5,15,0,-37,-0.4,9,-16,0,9
NC(=O)c1ccc(-n2nnnc2SCC(=O)Nc2ccccc2-c2ccccc2)cc1,42,0.3,12,14,1,5,0.3,-10,-12,7,-13
COc1ccc2[nH]c3c(c2c1)CCN1C(=O)C(CC(=O)NC/C=C(\C)CCC=C(C)C)C[C@H](C(=O)N(C(C)C)C(C)C)[C@@]31C (stereo not given in full),58,0.1,23,4,.,-17,-1.1,7,43,27,9
Cc1ccc(S(=O)(=O)N2CCOCC2)cc1NC(=O)CN1C(=O)NC(C)(c2ccc(Cl)cc2Cl)C1=O (stereo not given),11,-0.1,6,16,.,2,0.4,-1,-13,11,5
CC(C)N(CCNC(=O)C1CCC(=O)N1Cc1ccc(F)cc1)Cc1ccccc1 (stereo not given),-3,-0.3,13,7,4,-16,4.2,-9,1,5,0
CC(C)(C)c1ccc(OCCC(=O)Nc2cccc(S(=O)(=O)N3CCCCC3)c2)cc1,13,0.5,24,-1,2,-22,-0.7,-5,38,-1,14
COc1ccc(NC(=O)C2=Cc3cccc(OC)c3OC2)cc1,-62,-0.1,-288,-303,-5,-80,-1.0,-11,-16,2,-48
O=C(Cc1nn[nH]n1)Nc1cc(Cl)cc(Cl)c1,-10,-0.1,12,-2,-1,18,-0.3,-5,9,7,-3
CCc1ccc(N(C(C)=O)C2C=CS(=O)(=O)C2)cc1 (stereo not given),0,-0.2,5,6,0,20,0.5,4,-3,-12,-20
O=C(OCC(=O)N1CCc2ccccc21)c1ccc([N+](=O)[O-])cc1,-8,0.1,-7,7,3,-21,0.0,-24,-5,12,8
COc1ccc(CCN2CC(C(=O)NCCN3CCOC3=O)CCC2=O)cc1 (stereo not given),-5,0.0,7,8,4,-33,-0.1,5,9,-6,-5
CCN(CC)S(=O)(=O)c1cccc(C(=O)NC(C(=O)NC2=NCCS2)C(C)C)c1 (stereo not given),-5,0.3,12,20,1,-6,2.8,6,-2,8,-15
C=CCn1c(Oc2cc(C)ccc2C)nc2c1c(=O)n(C)c(=O)n2C,-9,0.3,-2,19,-1,-28,0.9,-14,24,27,1
Cc1ccc(S(=O)(=O)N(C(=O)c2ccco2)c2cc3sc(=O)oc3c3ccccc23)cc1,-10,6.6*,11,2,-2,-7,-0.6,-28,1,64*,-3
COc1ccc(-c2nc3n(c(=O)c2C#N)CCCS3)cc1,-3,-0.4,-1,-13,1,-5,-4.5,-9,-18,-7,1
COc1ccc(-c2noc(N3CCC(C(=O)NCc4ccc(F)cc4)CC3)n2)cc1,13,-0.4,-45,-59,-2,-11,-0.2,-24,-20,23,.
COc1ccc(C(=O)CCN2CCN(c3ccccc3OC)CC2)cc1,27,0.9,6,8,-2,0,0.1,6,10,7,5
COc1ccc(C(=O)COC(=O)CCn2c(C)csc2=O)c(OC)c1,1,-0.2,-78,-20,.,-26,-0.4,15,-24,-23,.
CCn1nc(C(=O)Nc2nc(-c3ccccn3)cs2)c2ccccc2c1=O,79,0.2,51*,-4,4,20,0.7,-4,3,-17,.
COc1ccccc1[C@@H]1C(c2ccc(F)cc2)=NN(c2ccccc2)[C@H]1C(=O)N1CCOC1=O,-17,0.4,19,10,1,-8,5.4,-1,13,-1,7
CCN(CCNC(=O)c1ccc(C#N)cc1)c1cccc(C)c1,-6,0.1,-3,4,-1,1,1.1,-10,-8,-8,-5

# Pulled by structure from the entries so far, two records:
SMILES,Shn3 inh set2,aDG glyco act,Peg3 promoter,HIF-2a block,NR2E3 ag-1,NR2E3 ag-2,iPSC survival up,KKLEB cytotox,TWEAK Fn14 block,CF NFkB block,TRPM1 prom inh
O=C(O)Cn1nnn(-c2ccccc2)c1=S,-5,-0.2,-2,6,2,-12,6.1,0,-10,9,5
CCn1nc(C(=O)Nc2nc(-c3ccccn3)cs2)c2ccccc2c1=O,79,0.2,51*,-4,4,20,0.7,-4,3,-17,.

# Next section
SMILES,Shn3 inh set2,aDG glyco act,Peg3 promoter,HIF-2a block,NR2E3 ag-1,NR2E3 ag-2,iPSC survival up,KKLEB cytotox,TWEAK Fn14 block,CF NFkB block,TRPM1 prom inh
Cc1nc2c(=O)n(C)c(=O)[nH]c2n1Cc1ccccc1,17,0.0,-9,9,-3,3,2.0,0,14,-8,5
O=C(Nc1cnc2sccn2c1=O)c1ccc(Cl)cc1Cl,-28,-0.2,-111,-214,0,-60,-2.4,10,56*,0,-11
CCOC(=O)c1ccc[n+](CC(=O)c2ccc(NC(=O)c3ccccc3)cc2)c1,-4,0.0,-5,8,-1,-17,-0.4,-4,-8,-7,-5
NC(=O)c1ccc(NC(=O)Cc2cccs2)cc1,7,0.0,-4,0,-2,-15,-0.5,13,-11,5,6
COc1ccc(C(=O)Nc2c(N)nc(SCC(=O)N3CCC(C)CC3)[nH]c2=O)cc1,-16,0.0,7,16,1,-4,-0.5,-6,3,-4,-5
C=CCNC(=O)c1ccccc1NC(=O)Cc1ccccc1[N+](=O)[O-],10,0.0,5,3,6,0,0.1,14,-11,4,-14
CCc1ccc(C2=NN(C(C)=O)C(c3ccco3)C2)cc1 (stereo not given),-56,1.3,-222,-243,0,-74,-2.8,4,-26,-10,-75
CCOC(=O)c1ccc(N2CCOCC2)c(NS(=O)(=O)c2ccc(F)cc2)c1,-7,0.0,10,8,0,-25,1.4,6,-5,-21,17
CCC(=O)c1cn(CC(=O)Nc2ccccc2)c2ccccc12,-9,0.0,-5,11,-1,10,-0.2,-2,-7,-5,-4

# Single values from the list:
# NR2E3 ag-1, COc1ccc(CN2CC(C(=O)NC3CCCCC3)CC2=O)cc1 (stereo not given) stands at -1
# Shn3 inh set2, Cc1ccc(S(=O)(=O)N(C(=O)c2ccco2)c2cc3sc(=O)oc3c3ccccc23)cc1 stands at -10
# KKLEB cytotox, Cc1nc2c(=O)n(C)c(=O)[nH]c2n1Cc1ccccc1 stands at 0
# TRPM1 prom inh, O=C(Nc1cnc2sccn2c1=O)c1ccc(Cl)cc1Cl stands at -11
# TWEAK Fn14 block, CCC(CC)NC(=O)CSc1ccc(S(=O)(=O)N2CCOCC2)cn1 stands at 9
